Screening results: PubChem BioAssay, The Scripps Research Institute Molecular Screening Center
PAD4 FP inh – PAD4 (human) enzyme inhibition | Q9UM07 | recombinant PAD4, RCA probe fluorescence polarization | inhibition, % at 6.36 µM | 330,000 tested, 0.41% active;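 active = percent inhibition above a cutoff equal to the mean of all tested compounds plus 3 SD, cut at about 15% in these data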;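 also: 0% = PAD4 with RCA probe and DMSO and 100% = probe without PAD4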
LYPLA1 inh – LYPLA1 (human) inhibition in PME1 counter-screen | O75608 | recombinant LYPLA1, FP-Rh probe fluorescence polarization | inhibition, % at 5.9 µM | 320,000 tested, 0.16% active | AID 2174;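 active = inhibition above the mean of all tested compounds plus 3 SD, set per campaign, cut at about 14% in these data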;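 also: inhibitors block serine hydrolase probe labeling of LYPLA1 so polarization falls; 0% = enzyme with DMSO and 100% = wells lacking LYPLA1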
Target sequence (O75608 whole entry, looked up): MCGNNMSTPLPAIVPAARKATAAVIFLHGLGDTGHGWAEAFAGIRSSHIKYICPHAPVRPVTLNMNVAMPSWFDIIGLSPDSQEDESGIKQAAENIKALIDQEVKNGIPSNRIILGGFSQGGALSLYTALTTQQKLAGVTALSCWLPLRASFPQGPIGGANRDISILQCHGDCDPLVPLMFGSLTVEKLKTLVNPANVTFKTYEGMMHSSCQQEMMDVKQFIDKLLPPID
PAFAH1B3 inh – blocks human PAF acetylhydrolase 1B catalytic subunit 3; inhibition, % at 3.39 µM; recombinant PAFAH1B3, FP-rhodamine probe, fluorescence polarization; 340,000 tested, 0.28% active; Q15102; AID 492972;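 active = inhibition above the screen-wide average of all tested compounds plus 3 SD, cut at about 25% in these data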;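 also: 0% = enzyme with DMSO only and 100% = wells lacking PAFAH1B3 protein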
Target sequence (Q15102 whole entry, looked up): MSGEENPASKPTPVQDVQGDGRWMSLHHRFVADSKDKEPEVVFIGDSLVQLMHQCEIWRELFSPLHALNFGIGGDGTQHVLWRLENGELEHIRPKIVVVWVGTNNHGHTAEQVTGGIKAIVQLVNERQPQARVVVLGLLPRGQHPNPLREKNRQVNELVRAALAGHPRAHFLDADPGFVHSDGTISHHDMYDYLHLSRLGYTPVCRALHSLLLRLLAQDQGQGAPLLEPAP
PREPL inhibitor – inhibitors of human prolyl oligopeptidase-like enzyme PREPL. inhibition, % at 5.96 µM. recombinant PREPL, fluorescence polarization activity-based probe. Q4J6C6. AID 2751. 320,000 tested, 0.68% active; in the data active = inhibition above about 43%;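 also: 0% = enzyme with DMSO and 100% = wells lacking enzyme; many of its hits are not listed in these tables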
GSTO1 inh – counter-screen for RBBP9 inhibitors: inhibitors of human GSTO1; 300,000 tested, 1.1% active; inhibition, % at 5.96 µM; recombinant GSTO1, activity-based probe fluorescence polarization;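 active = inhibition above the campaign mean inhibition plus 3 SD, cut at about 35% in these data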;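 also: 0% = GSTO1-1 with DMSO and 100% = wells lacking GSTO1-1 enzyme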
Target sequence (P78417 whole entry, looked up): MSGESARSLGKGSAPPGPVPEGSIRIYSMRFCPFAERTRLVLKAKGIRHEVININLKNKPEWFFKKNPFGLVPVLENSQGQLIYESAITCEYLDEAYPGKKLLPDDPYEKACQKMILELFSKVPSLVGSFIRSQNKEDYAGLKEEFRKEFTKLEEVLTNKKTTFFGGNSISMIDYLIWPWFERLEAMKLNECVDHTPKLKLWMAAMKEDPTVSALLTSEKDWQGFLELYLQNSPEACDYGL
pPAFAH inh – inhibitors of human plasma PAF acetylhydrolase (pPAFAH); inhibition, % at 3.39 µM; 330,000 tested, 1.5% active; recombinant pPAFAH, FP-rhodamine probe fluorescence polarization; Q13093;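 active = inhibition above the mean inhibition across the screen plus 3 SD, cut at about 25% in these data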;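 also: inhibitors block binding of the rhodamine activity-based probe so polarization drops; 0% = enzyme with DMSO and 100% = wells lacking pPAFAH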
LYPLA2 inh – blocks human lysophospholipase 2, a PME1 counter-screen | recombinant LYPLA2, FP-Rh probe fluorescence polarization | inhibition, % at 5.9 µM | AID 2177 | 320,000 tested, 0.38% active | O95372;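 active = inhibition above the screen-wide mean plus 3 SD, limit set per campaign, cut at about 26% in these data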;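 also: 0% = LYPLA2 with DMSO and 100% = wells lacking LYPLA2 enzyme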
PAFAH1B2 FP inh – inhibitors of human PAFAH1B2; P68402; recombinant PAFAH1B2, FP-rhodamine activity probe, fluorescence polarization; inhibition, % at 3.39 µM; AID 492953; 340,000 tested, 1.2% active;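 active = inhibition above the mean of all tested compounds plus 3 SD, cut at about 24% in these data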;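 also: 0% = enzyme with DMSO and 100% = wells lacking PAFAH1B2; many of its hits are not listed in these tables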
Target sequence (P68402 whole entry, looked up): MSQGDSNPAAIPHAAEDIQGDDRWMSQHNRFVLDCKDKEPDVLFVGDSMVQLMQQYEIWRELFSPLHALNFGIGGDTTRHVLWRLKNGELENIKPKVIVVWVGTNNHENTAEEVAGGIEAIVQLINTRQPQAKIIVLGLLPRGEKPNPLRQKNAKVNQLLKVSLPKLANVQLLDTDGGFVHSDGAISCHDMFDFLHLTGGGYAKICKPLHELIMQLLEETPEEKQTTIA
PAFAH2 inh – inhibitors of human PAFAH2 | Q99487 | recombinant PAFAH2, FP-rhodamine activity probe, fluorescence polarization | inhibition, % at 3.39 µM | 340,000 tested, 0.99% active;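 active = inhibition above the mean over all tested compounds plus 3 SD, cut at about 30% in these data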;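 also: inhibitors block probe labeling of enzyme so polarization drops; 0% = enzyme with DMSO and 100% = wells lacking PAFAH2 protein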
* = called active by the depositor; x = no result given.

SMILES	PAD4 FP inh	LYPLA1 inh	PAFAH1B3 inh	PREPL inhibitor	GSTO1 inh	pPAFAH inh	LYPLA2 inh	PAFAH1B2 FP inh	PAFAH2 inh
N#Cc1nc(COc2ccc(Cl)cc2)oc1N1CCN(Cc2ccccc2)CC1	-8.4	0.3	9.5	0.6	-5.3	6.9	-1.0	8.5	0.3
CC(=O)c1cccc(NC(=O)CC2SC(N3CCCCC3)=NC2=O)c1 (centres undefined)	-5.1	-1.3	0.5	16.8	4.3	-3.2	2.1	-2.0	0.1
COc1cccc(CN2CC(C(=O)NC3CCC(O)CC3)CCC2=O)c1 (centres undefined)	-1.5	-0.9	6.2	2.0	0.5	7.4	-1.1	-3.5	-1.9
COC(=O)[C@@]12CCCCN1[C@H](c1ccc(-c3ccc(C(C)=O)cc3)cc1)[C@@H]1C(=O)N(C)C(=O)[C@@H]12	-4.7	1.6	3.4	16.2	-10.5	0.8	-0.1	-0.8	0.8
COc1ccc(/C=N/N2CCN(C3c4ccccc4-c4ccccc43)CC2)cc1OC	-0.5	0.7	-0.1	0.7	-0.7	0.3	3.8	5.4	1.2
O=C1CC[C@@H](O)CCN1CC[C@H](Sc1ccc(Br)cc1)c1ccccc1	0.1	-2.5	11.5	-0.3	x	9.8	0.5	9.3	11.3
N#C/C(=C\c1ccc(OCc2ccccc2)cc1)C(=O)Nc1nc2c(s1)CCN(Cc1ccccc1)C2	-3.3	-0.1	0.0	10.9	-3.0	1.6	7.5	-0.6	-0.1
CNC[C@H](Cc1ccccc1)NC[C@@H](Cc1cccc2ccccc12)NCCc1ccc(C)cc1	-4.4	-0.3	7.7	16.6	6.1	2.5	-1.0	5.5	4.3
CS(=O)(=O)N1CCN(c2ccccc2NC(=O)Cc2ccccc2)CC1	-0.1	3.0	5.1	5.3	5.9	0.6	5.7	-1.6	-4.9
O=C(CSC1=Nc2ccccc2C2=NC(c3ccccc3)C(=O)N12)NC1CCCCC1 (centres undefined)	-1.8	-5.5	2.0	7.2	4.5	-4.8	-3.9	7.8	3.3

Single records, from the list above:
CS(=O)(=O)N1CCN(c2ccccc2NC(=O)Cc2ccccc2)CC1 is listed with PAD4 FP inh: -0.1; LYPLA1 inh: 3.0; PAFAH1B3 inh: 5.1; PREPL inhibitor: 5.3; GSTO1 inh: 5.9; pPAFAH inh: 0.6; LYPLA2 inh: 5.7; PAFAH1B2 FP inh: -1.6; PAFAH2 inh: -4.9
O=C(CSC1=Nc2ccccc2C2=NC(c3ccccc3)C(=O)N12)NC1CCCCC1 (centres undefined) is listed with PAD4 FP inh: -1.8; LYPLA1 inh: -5.5; PAFAH1B3 inh: 2.0; PREPL inhibitor: 7.2; GSTO1 inh: 4.5; pPAFAH inh: -4.8; LYPLA2 inh: -3.9; PAFAH1B2 FP inh: 7.8; PAFAH2 inh: 3.3

More entries:
SMILES	PAD4 FP inh	LYPLA1 inh	PAFAH1B3 inh	PREPL inhibitor	GSTO1 inh	pPAFAH inh	LYPLA2 inh	PAFAH1B2 FP inh	PAFAH2 inh
O=C(Cc1ccc(Br)cc1)NCc1ccccc1	-1.6	-2.7	11.6	3.4	18.0	-2.9	-6.2	2.1	1.3
CCCS(=O)(=O)N1CCC(C(=O)NCCc2ccc(C)cc2)CC1	0.0	5.6	5.3	4.4	0.6	0.8	-1.6	7.6	-1.3
COc1cccc(C(c2sc3nc(C)nn3c2O)N2CCC3(CC2)OCCO3)c1 (centres undefined)	-3.1	-3.7	2.0	2.5	-3.1	3.5	-0.4	4.0	2.7
CCOc1ccc(NC(=O)CSc2nnc(CNC(=O)c3cccs3)o2)cc1	-4.0	-0.7	1.6	-7.5	13.6	2.4	-1.8	1.5	-1.1
O=S(=O)(c1ccc2c(c1)nc1n2CCC1)N1CCOCC1	3.4	-1.1	4.0	5.7	-0.5	-2.3	-0.2	5.2	-1.4
Nc1nc(SCC(=O)N2CCOCC2)[nH]c(=O)c1-c1ccccc1	-7.8	-1.0	-11.3	0.1	-4.6	-1.7	-0.8	1.6	-5.8
Cn1c(=O)c2c(ncn2Cc2ccccc2)n(C)c1=O	-1.7	-0.2	4.7	3.8	3.2	-1.2	1.6	-1.3	3.6
Cc1sc2ncnc(N[C@@H](Cc3c[nH]c4ccccc34)C(=O)O)c2c1C	3.8	-4.3	1.2	-1.8	-25.5	-4.1	-6.2	0.3	4.1
Cc1cc(C(=O)N/N=C/c2ccc(-c3ccc([N+](=O)[O-])cc3C)o2)n[nH]1	-1.7	4.9	-3.1	3.2	1.3	6.3	11.5	-1.3	-4.1
O=c1cnnc(N/N=C/C2CC=CCC2)[nH]1 (centres undefined)	-0.8	0.7	2.0	-10.1	3.4	2.4	0.7	2.2	-3.3
Cc1csc(NC(=O)CSc2ccc([N+](=O)[O-])cn2)n1	1.9	-1.5	11.1	3.4	14.8	-2.2	-0.1	6.2	7.8
CCCn1c(SCC(=O)Nc2nc3ccccc3s2)nc2c1c(=O)n(C)c(=O)n2C	1.0	-3.5	1.4	20.9	3.8	-0.3	3.3	4.8	-3.0
Cc1cccc(C(=O)OCC(=O)NCCCc2ccccc2)c1	1.9	3.2	x	-25.4	3.6	7.3	7.2	x	x
CN1CCN(C(=O)CCCN2C(=O)/C(=C/c3ccc(Cl)cc3)SC2=S)CC1	-16.0	-0.1	9.2	29.6	x	-4.5	6.7	-1.5	-0.6
COC(=O)c1[nH]c2ccccc2c1NC(=O)CN1CCN(C(=O)c2ccco2)CC1	-4.3	-1.0	5.2	7.6	35.8*	3.1	4.9	0.5	1.7
CCOC(=O)c1c([N+](=O)[O-])c(C)[nH]c(=O)c1C#N	-0.5	-1.3	6.7	14.7	8.5	8.8	1.0	-2.3	-2.9
COc1ccc(CCNC(=O)C2CCN(S(=O)(=O)c3ccc(SC)cc3)CC2)cc1	-4.8	0.6	2.2	-14.8	4.3	7.6	5.1	2.9	-2.3
O=C(NC1CCCCC1)N1CCN(Cc2ccco2)CC1	1.3	0.3	5.2	10.2	-1.6	3.8	4.6	2.3	3.6
Cc1cccc(NC(=O)CCN2C(=O)c3cccc([N+](=O)[O-])c3C2=O)c1	-1.2	-2.2	11.6	-0.9	9.5	-2.0	-1.2	5.2	3.7
OCCC1CN(C2CCSCC2)CCN1C1CCCC1 (centres undefined)	-5.7	-2.2	14.2	3.0	-1.9	7.5	-1.4	5.0	-5.5
CNC(=O)N1c2ccccc2NC(=O)CC1C (centres undefined)	5.6	-0.3	-0.4	-0.6	-2.0	-5.0	-4.7	0.5	3.8
O=C(Cn1c(=O)oc2ccccc21)N1CCN(S(=O)(=O)c2ccccc2)CC1	-1.1	-0.1	0.9	1.9	x	0.9	-1.9	2.6	-0.9
CC(=O)c1c(C)cc(C)c(CSc2ccccn2)c1C	1.8	0.0	10.7	13.7	-0.6	-5.5	0.7	-2.0	6.7
COc1ccc(OCC(=O)Nc2ccc3c(c2)nc(CCN2CCCC2)n3C)cc1	0.8	0.5	4.9	23.9	2.9	1.8	-1.6	4.3	0.3
O=C(CCSc1nnc(-c2ccncc2)o1)Nc1cccc(Cl)c1	1.8	-2.5	8.7	0.3	1.2	3.0	0.8	0.6	5.0
Cn1ncc(Cl)c1C(=O)N1CCc2ccccc21	0.3	0.2	3.0	-2.1	8.1	1.8	-1.2	1.7	1.6
COc1ccc(OC)c(C(C)NC(=O)C(C)n2cc([N+](=O)[O-])cn2)c1 (centres undefined)	0.5	-1.0	7.1	1.5	x	3.5	4.6	4.9	-3.0
CC(C)(C)C(=O)C1=C(O)C(=O)N(c2ccccc2)C1c1ccccc1 (centres undefined)	2.7	2.4	3.4	4.7	2.8	-1.9	4.2	2.3	4.8
CC(=O)c1ccc(NC(=O)CSc2nnc(-c3ccncc3)n2C2CC2)cc1	-3.2	1.5	4.7	6.2	x	-2.1	-1.3	-2.8	0.9
COc1cc(C(=O)OCC(=O)Nc2ccccc2C(=O)NC2CC2)c([N+](=O)[O-])cc1OC	5.7	1.9	4.5	8.1	x	3.5	5.6	2.1	2.8
O=C(OCC(=O)N1CCc2ccccc21)C1CCCN1S(=O)(=O)c1ccc(Cl)cc1 (centres undefined)	-5.2	1.2	5.8	17.6	x	3.3	-3.7	3.3	-1.7
Cc1ccc(C(=O)COC(=O)c2cnccn2)cc1C	-4.5	1.8	x	-5.6	22.8	1.5	4.8	x	x
CC1CCN(c2cc(N3CCOCC3)c([N+](=O)[O-])cc2F)CC1	-3.2	3.5	3.9	-2.0	-1.9	3.1	-3.7	0.1	3.6
Cc1[nH]n(-c2ccccc2)c(=O)c1C(c1ccccc1C(=O)O)c1c(C)[nH]n(-c2ccccc2)c1=O	-3.5	2.9	-1.5	-4.1	3.5	4.1	2.4	4.7	-6.4
Cc1nn(Cc2ccc(C(=O)Nc3nccs3)cc2)c(C)c1Cl	-1.8	-3.0	0.3	-1.1	7.0	2.7	6.3	4.5	13.8
CCN1CCN(c2ccc(N=Cc3ccc(O)cc3O)cc2)CC1	3.0	0.8	0.9	35.7	21.1	10.2	0.8	9.6	4.0
COc1cccc(OC)c1CC1SC(=O)NC1=O (centres undefined)	-1.1	2.1	2.7	1.2	3.5	-3.8	7.0	4.3	-1.9
NNC(=O)c1ccc(Cn2cccn2)o1	2.7	2.5	1.6	12.1	6.6	-1.5	7.9	5.0	2.2
Cn1c(=O)n(CCc2ccccc2)c(=O)c2c1nc1n2CCN1Cc1ccco1	-5.1	-6.0	-5.1	19.8	-0.1	1.2	-3.8	3.0	4.3
Cc1cc(C)n2nc(C(=O)OCCOc3cccc(Br)c3)nc2n1	-4.7	-2.6	-3.6	13.9	0.1	-13.4	-3.5	-3.4	6.1
CCCCSc1nc2c(cnn2-c2ccc(C)c(C)c2)c(=O)[nH]1	2.8	-1.9	-1.0	8.9	-0.1	0.7	-1.7	-1.2	5.9
COc1ccc(CC(=O)n2[nH]c(=O)ccc2=O)cc1OC	3.1	-2.3	x	-0.2	14.8	1.5	1.3	x	x
CCCOc1ccc2oc(=O)c3c(c2c1)CCCN3C(=O)CN(C)Cc1ccccc1	-9.4	-1.7	-3.8	12.3	-4.7	4.2	-2.5	-2.9	3.0
CCOC(=O)c1sc(NC(=O)C2CC=CCC2C(=O)O)nc1C (centres undefined)	-2.6	-1.2	1.6	7.2	2.3	24.2	-5.4	3.8	-1.1
Cc1oc2c(c(C)cc3oc(=O)c(CC(=O)NCC(=O)NCC(=O)O)c(C)c32)c1C	3.2	-0.1	-4.9	25.4	-2.0	-1.7	5.0	0.1	3.0
Cc1ccc(OCCCSc2ncccn2)cc1C	-8.5	-2.3	2.3	-9.1	6.2	7.9	-1.4	4.8	-9.3
CC1CCCN(C(=O)COC(=O)CNC(=O)c2sc3ccccc3c2Cl)C1 (centres undefined)	0.8	1.6	2.5	14.8	x	2.8	4.6	-2.9	0.3
CCOC(=O)Nc1cccc(OCC(=O)Nc2ccc3c(c2)CCC3)c1	-1.8	x	14.1	-52.8	x	3.9	x	7.1	1.3
COc1cc(C)nc(Oc2ccc(OCCOc3ccccc3)nn2)n1	-1.0	1.4	3.1	1.8	-1.7	3.3	-1.4	5.5	11.4
Cc1nnc(SC(C)C(=O)Nc2ccc3ccccc3c2)[nH]c1=O (centres undefined)	-1.6	4.5	3.0	7.5	-8.0	0.9	-0.3	8.4	7.7
Cn1nc(C(F)(F)F)c(-c2ccc(F)cc2)c1NC(=O)Nc1ccc(F)cc1	-2.4	-8.9	x	8.1	-6.3	-1.2	-6.6	x	x
O=C(NC1CCCCC1)NC1(C(=O)N2CCN3CCCC3C2)CCCCC1 (centres undefined)	-1.9	0.9	5.5	4.3	12.2	1.5	2.7	0.4	-4.2

These rows are one share of the data; rates above refer to the full screens.
